Screens: PubChem, National Center for Advancing Translational Sciences (NCATS)
MCF10A rerep: inducers of DNA re-replication in MCF 10A breast cells. Potency, µM (titrated, usually from 46.1 µM), for inactives: top-dose activity, positive = re-replication, most hits filed as activators. MCF 10A DNA re-replication, Hoechst nuclear intensity, 48 h. actives 2.9% (n = 350,000). AID 624296; further: potency means the concentration at half of the fitted maximal effect; % of control where 0% means no effect; nearly all actives have a fitted effect of over 50% in size
IL-1B inflam inh: blocks inflammasome-driven IL-1 beta release. THP-1 LPS/ATP IL-1B secretion, AlphaLISA, 16 h; active compounds read low. activity change, % at 57.5 µM. actives 4.7% (n = 360,000). AID 743279; in the data active means activity change below about -50%; inconclusive means mostly about -30% to -49%; further: on the % scale 0 is the no-effect control and ±100 the full control effect
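THP-1 cells pretreated 1 hr with compounds (up to 57.5 uM final), then stimulated with LPS (250 ng/mL final) plus ATP (1.25 mM final); secreted IL-1B measured by AlphaLISA after 16 hr, decreased signal indicating inhibition.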
HEK293 tox: cytotoxic in the GLP-1 receptor inverse agonist counter-screen; Potency, µM (titrated, usually from 38.3 µM), for inactives: at the top dose activity change, negative = inhibition, hits mostly inhibitors; actives 0.13% (n = 410,000); HEK293 cAMP-luciferase reporter cells, luminescence, 24 h;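 further: loss of luciferase light is scored as toxicity; potency means the concentration at half of the fitted maximal effect; on the % scale 0 is the no-effect control and ±100 the full control effect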
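To flag toxic compounds, the library was rerun on cells for 24 hr at 37 deg C and 5% CO2. Viability-linked luminescence was captured 12 min after adding luciferase detection reagent.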
HT1080 IDH1KD tx: HT-1080 IDH1 knockdown cell toxicity (counter line); HT-1080 IDH1 knockdown viability, ATP luminescence, 48 h; Potency, µM (top dose mostly 46.1 µM), for inactives: top-dose activity, negative = toxicity, actives largely listed as cytotoxic; actives 2% (n = 360,000); AID 686971;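 further: potency means the concentration at half of the fitted maximal effect; 0% = DMSO wells and -100% = cell-free medium wells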
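Luminescent ATP read-out (CellTiter-Glo, 10 min at room temperature) after 48 h compound exposure at 37 °C gave viability of IDH1-knockdown HT-1080 cells. Activity was normalised to DMSO and cell-free wells, then fitted as concentration-response curves.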
KB-V1 MDR tox: KB-V1 MDR subline cytotoxicity; KB-V1 MDR cells viability, CellTiter-Glo, 72 h; Potency, µM (highest dose often 46.1 µM), for the others: top-dose activity change, negative = cytotoxicity, most hits filed as cytotoxic; actives 3.4% (n = 400,000); AID 1347076; further: potency means the concentration at half of the fitted maximal effect; on the % scale 0 is the no-effect control and ±100 the full control effect; nearly all actives have a fitted effect of over 60% in size
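Following 72 h at 37 degrees C with compound, KB-V1 cell viability was read by CellTiter-Glo luminescence, medium being phenol-red-free DMEM plus 10% FBS; concentration-response parameters came from normalized, curve-fitted qHTS data.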
SW480 rerep: inducers of DNA re-replication in SW480 colon cancer cells; Potency, µM (series often up to 46.1 µM), for the others: at the highest dose re-replication activation, actives largely listed as activators; SW480 DNA re-replication, Hoechst DNA content imaging, 48 h; actives 1.8% (n = 340,000); further: potency means the concentration at half of the fitted maximal effect; % of control where 0% means no effect; nearly all actives have a fitted effect of over 55% in size
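Image-based DNA-content assay: after two days of treatment, nuclei were labelled with the DNA dye Hoechst and imaged, and hits were compounds raising the count of nuclei showing high fluorescence intensity.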
KB-3-1 cytotox: kills parental KB-3-1 adenocarcinoma cells. KB-3-1 viability, CellTiter-Glo ATP luminescence, 72 h. Potency, µM (top dose mostly 46.1 µM), for inactives: top-dose activity change, negative = cytotoxic, most hits filed as cytotoxic. actives 1.4% (n = 400,000). AID 1347075; further: potency means the concentration at half of the fitted maximal effect; on the % scale 0 is the no-effect control and ±100 the full control effect; nearly all actives have a fitted effect of over 60% in size
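72 h, 37 °C compound treatment of KB-3-1 parental cells; CellTiter-Glo added, 10 min, luminescence read. Data corrected against DMSO-only plates and normalized before curve fitting.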
D3 ag: D3 dopamine receptor (human) agonism. P35462. D3R DiscoveRx beta-arrestin cells, luminescence, 90 min. max activation, %. actives 0.58% (n = 410,000). AID 652048; in the data active means max activation above about 30%; further: 0% is about no effect; mostly tested at two doses, the higher about 12 µM
Target sequence (P35462 whole entry, looked up): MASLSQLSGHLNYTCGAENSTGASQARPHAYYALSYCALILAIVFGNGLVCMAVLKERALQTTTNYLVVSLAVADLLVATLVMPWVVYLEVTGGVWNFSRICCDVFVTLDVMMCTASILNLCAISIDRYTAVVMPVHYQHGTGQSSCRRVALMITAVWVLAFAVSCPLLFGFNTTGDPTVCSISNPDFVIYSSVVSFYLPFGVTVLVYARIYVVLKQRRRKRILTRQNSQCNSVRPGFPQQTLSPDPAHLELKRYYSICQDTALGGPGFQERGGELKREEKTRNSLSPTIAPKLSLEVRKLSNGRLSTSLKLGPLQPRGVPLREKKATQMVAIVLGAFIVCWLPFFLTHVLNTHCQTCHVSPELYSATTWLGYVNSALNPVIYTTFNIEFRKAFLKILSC
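Cells at 1500/well, incubated overnight, then treated with pinned compounds (dopamine as control) for 90 min at 37 degrees C. DiscoveRx reagent added for 30 - 60 minutes at room temperature; luminescence read.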
HT1080-NT tox: kills 2HG-producing HT-1080-NT fibrosarcoma cells; HT-1080-NT fibrosarcoma viability, CellTiter-Glo ATP luminescence, 48 h; Potency, µM (doses to about 46.1 µM), inactives show at the highest dose activity, negative = less viability, hits mostly cytotoxic; actives 1.6% (n = 360,000); AID 686970;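 further: NT is the 2HG producing partner of a matched IDH1 knockdown line; potency means the concentration at half of the fitted maximal effect; 0% = DMSO-treated cells and -100% = media-only wells without cells; nearly all actives have a fitted effect of over 55% in size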
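HT-1080-NT; 750 cells/well; 5% FBS RPMI; 48 h compound, 37 degrees C; CellTiter-Glo luminescence; curve fitting and curve-class assignment.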
* hit, by the source's call; ? = inconclusive; . = not tested or not shown; & = joins results of further samples; [ ] = dose if it differs, or a comment. Unless noted, the call rests on the fitted dose curve; in most records, active means well fitted curve in the direction sought with a large enough effect; inconclusive means small, poorly fitted or top-dose-only effect, or another doubt; inactive means no such curve, though single readings can be large; an effect the other way counts as inactive or inconclusive.

SMILES	MCF10A rerep	IL-1B inflam inh	HEK293 tox	HT1080 IDH1KD tx	KB-V1 MDR tox	SW480 rerep	KB-3-1 cytotox	D3 ag	HT1080-NT tox
Cc1ccc(N2C(=O)c3ccccc3C(C)(C)C2=O)cc1	-3%	5	-7%	14%	?	-11%	3%	0	14%
O=C(C(=NNc1ccccc1)c1ccccc1)c1ccccc1	?	-20	-26%	-9%	-10%	?	8%	0	?
Cc1ccccc1CN1CCN(S(=O)(=O)c2cccs2)CC1	?	13	-6%	21%	-21%	3%	4%	-2	1%
CCCOC(=O)c1ccc(Oc2cn[nH]c2-c2ccc(OC)cc2O)cc1	?	-11	-10%	18µM*	?	?	?	4	21µM*
Cc1nn(Cc2ccc(Cl)cc2)c(C)c1NC(=O)c1noc2c1CCCCC2	-7%	-13	-19%	-2%	?	-5%	-18%	14	0%
O=C(NCc1ccco1)c1ccccc1-c1ccccc1	-1%	3	2%	-1%	?	-4%	0%	3	0%
CC(=O)Nc1ccc2c(COC(=O)CC3Sc4ccccc4NC3=O)cc(=O)oc2c1 (stereo not given)	6%	3	-10%	-4%	-17%	?	0%	-7	2%
O=C(COC(=O)[C@H](Cc1ccccc1)NC(=O)c1cccs1)Nc1cc(F)ccc1F	-48%[inhibitor]	8	-7%	7%	-1%	-32%[inhibitor]	21%	-5	12%
COc1cc(Cl)c(C)cc1NC(=O)c1sc2nc3n(c(=O)c2c1C)CCCCC3	.	.	-3%	.	4%	.	15%	7	.
COC(=O)c1c(N)c(C#N)c(C)n1-c1ccccc1	-1%	0	-11%	-5%	3%	-14%	8%	7	0%
CC(C(=O)O)c1ccc(N2Cc3ccccc3C2=O)cc1 (stereo not given)	?	-14	2%	-19%	-21%	0%&-19%	0%	9&13	?
N=c1ccn(Cc2c(Cl)cccc2Cl)cc1	?	-13	-11%	?	-12%	14%	?	2	?
COc1ccc(NC(=O)[C@@H]2CC=C[C@@H]3CCN(C4CCCCC4)C(=O)[C@@H]32)cc1	?	2	-2%	7%	2%&-11%	-4%	3%&17%	14	5%
COC(=O)N/N=C\c1cc2c(cc1Br)OCO2	1%	-5	-8%	3%	-18%	?	3%	-6	15%
CCOC(=O)c1ccc(Nc2nc(C)cc(C)n2)cc1	-12%	0	-2%&-9%	-3%	6%&13%	3%	5%&10%	-4&5	16%
Nc1nnc(SCc2ccccc2Cl)s1	2%	-12	-17%	-2%	23%	-7%[9.22 µM]	-5%	-1	-7%
CN(C)c1ncnc2c1NC1=C(S2)C(=NCCCC(=O)O)CC(C)(C)C1	?	-10	1%	6%	-7%	-1%	-4%	-3	5%
Cc1cccc(NC2=NCC(=O)N2CCc2ccccc2)c1	8%	-1	-11%	7%	1%	-9%	0%	-4	13%
COc1ccc(C(O)P(=O)(O)CCc2ccccc2)cc1 (stereo not given)	-7%	14	-9%	3%	4%	-3%	0%	5	12%
O=C(C[C@H]1CC[C@H](NC(=O)C2CCOCC2)[C@@H](CO)O1)NCc1ccncc1	.	11	-7%	20%	6%	.	7%	4	21%
Nc1ccccc1SCc1ccccc1Cl	0%	10	-17%	-1%	0%	-3%	-4%	1	-21%
COc1ccccc1OCCOCCN1CCCC1	3%	14	4%	8%	-9%	-1%	12%	-6	5%
CCN1CCN(CCCNC(=O)CNC(=O)c2nn(-c3ccc(OC)cc3OC)c(=O)c3ccccc23)CC1	2%	2	-2%	16%	1%	-5%	6%	6	13%
CCCCNC(=O)C(NC(=O)c1ccc2c(c1)OCO2)C(=O)c1ccccc1 (stereo not given)	.	27	13%	-9%	?	.	10%	-12	-3%
CCC/C(C)=N\Nc1nc2c(c(=O)n(C)c(=O)n2C)n1C	6%	6	-31%	-1%	16%	?	-14%	3	-2%
Further compounds follow:
SMILES	MCF10A rerep	IL-1B inflam inh	HEK293 tox	HT1080 IDH1KD tx	KB-V1 MDR tox	SW480 rerep	KB-3-1 cytotox	D3 ag	HT1080-NT tox
CCS(=O)(=O)c1ccc2oc(Nc3ccc(C(C)(C)C)cc3)nc2c1	20%	15	3%[0.307 µM]	-15%	-15%	1%	-12%	-12	-14%
COc1ccc(NC(=O)[C@H](Cc2c[nH]c3ccccc23)NC(=O)[C@@H]2Cc3ccccc3CN2)cc1	15µM*	-24	-10%	?	0%	?	-3%	4	?
CC1=C(C)CC2C(C1)C(=O)c1ccc(Br)cc1S2(=O)=O (stereo not given)	19%	4	?	15%	0%	-2%	11%	-15	17%
COc1ccc(C)cc1NC(=O)C(OC(=O)C1CC1)c1ccccc1 (stereo not given)	-2%	-8	-2%	-3%	-34%	-3%	3%	-10	1%
Cc1nnc(SCC(=O)c2ccc(C(C)C)cc2)s1	-1%	15	-15%	-4%	?	-14%	-18%	-8	-8%
COc1ccccc1CNc1nc(C)c(C(C)=O)s1	-13%	-1	-4%	-6%	-24%	-33%[inhibitor]	-6%	1	-3%
CCOc1ccc2nc(NCCNC(=O)Nc3cccc(C)c3)c(C#N)cc2c1	?	13	294%[activator]	?	?	9.2µM*	?	4	?
Cc1cc(C)n2cc(CSc3nnnn3-c3ccccc3)nc2n1	0%	19	-13%	6%	-11%	-1%	-3%	-3	15%
CCOc1ccc(-c2nc(C)sc2CC(=O)O)cc1	-1%	0	-5%	0%	0%	-3%	3%	0	1%[9.24 µM]
O=C(NCCc1c[nH]c2ccccc12)c1ccc([N+](=O)[O-])cc1	16%	-8	2%	0%	?	4%	11%	-8	-2%
CC(C)C(NC(=O)c1cccs1)C(=O)NC1CCCCC1 (stereo not given)	-23%	-15	?	0%	0%	-6%	3%	1	10%
CC(=O)c1cc2c(cc1NC(=O)c1cc(C)nn1-c1ccccc1)OCO2	?	24	-8%	-7%	-14%	?	5.8µM*	2	0%
CC12CCC(=O)N1C(C(=O)OCC(=O)Nc1cccc(S(=O)(=O)N3CCCCCC3)c1)CS2 (stereo not given)	-2%	-4	8%	6%	5%	-7%	4%	9	6%
CCC(C)N(C(=O)COC(=O)c1[nH]c(C)c(C(C)=O)c1C)C1CCS(=O)(=O)C1 (stereo not given)	?	23	-13%	24%	0%	-17%	15%	0	21%
Cc1ccc2c(c1)N(C(=O)CCC(=O)NCCCN1CC(C)CC(C)C1)CCO2 (stereo not given)	-1%	-18	0%	0%	-1%	2%	-10%	-4	0%
CN(CC(=O)Nc1cccc(F)c1)CC(=O)Nc1ccccc1[N+](=O)[O-]	?	5	14%[7.66 µM]	-1%	?	2%	7%	4	0%
O=C(NCCCN1CCN(c2cccc(Cl)c2)CC1)c1ccc(N2CCCC2=O)cc1	18%	-14	6%	-16%	2%	?	-7%	11	-7%
O=C(Cn1nnc(-c2ccccc2)n1)N1CCCCC1	1%	6	4%	0%	15%	-7%	4%	2	-1%
C#CCOCCOCCOCCNc1nc(N2CCN(C(=O)CCCCCCCCCCNC(=O)Cn3cc(CCCCCN)nn3)CC2)nc(N2CCN(C(=O)CCCCCCCCCCNC(=O)[C@H](CO)n3cc(CCCCCN)nn3)CC2)n1	3%	-71*	1%	?	?	-12%	-2%	-5	-17%
Cc1occc1C(=O)N/N=C/C1=C(N2CCOCC2)C(=C\c2ccc(Cl)cc2)/CC1	18µM*	3	20%	11%	8%	?	2%	-3	0%
c1ccc2cc(OCc3nc4ccccc4[nH]3)ccc2c1	0%	?	16%	1%[9.24 µM]	-11%	?	-3%	-2	?
Cc1ccc(CSCC(=O)N(CCC(C)C)c2c(N)n(Cc3ccccc3)c(=O)[nH]c2=O)cc1	?	-23	-5%	-22%	17%	?	7%	6	-21%
Cc1cccc(-c2nc(S(=O)(=O)c3ccc(F)cc3)c(NCCCN3CCOCC3)o2)c1	28%	-4	1%	-16%	-15%	17%	0%	-12	-11%
C=CCOc1ccc(/C=C/C(=O)Nc2ccc(C(=O)NC)cc2)cc1	?	-20	-2%	-27%	-2%	1%	1%	0	-5%
O=C(Nc1ccc(C(=O)OC[C@@H]2CCCN3CCCC[C@H]23)cc1)c1cccc(Br)c1	23µM*	-6	?	-6%	-13%	-5%	0%	-14	-11%
Next part
SMILES	MCF10A rerep	IL-1B inflam inh	HEK293 tox	HT1080 IDH1KD tx	KB-V1 MDR tox	SW480 rerep	KB-3-1 cytotox	D3 ag	HT1080-NT tox
COc1ccc(OC)c(S(=O)(=O)NCCCc2ccccc2)c1	11%	16	-12%	-1%	0%	-6%	-4%	3	4%
Cc1oc2c(C)c(O)ccc2c(=O)c1-c1nncn1-c1ccccc1	5%	83	-6%	-5%	?	-10%	17%	4	0%
CCc1nc(NCc2cccnc2)c2oc3ccccc3c2n1	3%	22	-1%	-18%	?	-1%	-14%	2	-7%
COc1ccccc1NC(=O)C(=O)N/N=C/c1cccs1	-9%	-1	-11%	2%	7%	-2%	-4%	-5	-6%
CCOc1ccc2nc3cc(NCc4ccc(OC)cc4)ccc3c(N)c2c1	15µM*	-9	21%	?	-2%	?	?	-10	?
O=C(CCCN1C(=O)CCC1=O)Nc1ccccc1F	0%	13	0%	7%	5%	0%	-1%	-11	10%
O=C(NC1CCCC1)C(c1ccc(F)cc1)N(C(=O)Cc1cccs1)c1ccc2c(c1)OCCO2 (stereo not given)	?	-11	9%	3%	13%	21%	0%	17	0%
O=C1c2ccccc2C(=O)N1CC1CCCO1 (stereo not given)	8%	-18	-5%	-7%	-12%	-3%	?	-6	-4%
Cn1cnc2c1c(=O)n(CC(O)CO)c(=O)n2C (stereo not given)	-3%	43	15%	0%	-1%	0%	-5%	-7	1%

Rows were taken by chance; 11% or so of the library scored in one or more.
